# FBW7 act: human FBW7 E3 ligase activation, primary screen. AID 1259310. normalized activity (activation), % at 26.1 µM. 650,000 tested, 0.13% active. Q969H0. AlphaScreen FBW7–phospho-cyclin E peptide binding, activator screen; in the data active = normalized activity above about 1.9%;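 also: purified mutant Fbw7 with reduced substrate affinity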
# MITF primary: inhibitors of human MITF; inhibition, % at 2.6 µM; 650,000 tested, 0.91% active; AlphaScreen MITF homodimerization, bead proximity signal; in the data active = inhibition above about 50%;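 also: 0% = vehicle wells with protein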
# Target sequence (O75030 whole entry, looked up): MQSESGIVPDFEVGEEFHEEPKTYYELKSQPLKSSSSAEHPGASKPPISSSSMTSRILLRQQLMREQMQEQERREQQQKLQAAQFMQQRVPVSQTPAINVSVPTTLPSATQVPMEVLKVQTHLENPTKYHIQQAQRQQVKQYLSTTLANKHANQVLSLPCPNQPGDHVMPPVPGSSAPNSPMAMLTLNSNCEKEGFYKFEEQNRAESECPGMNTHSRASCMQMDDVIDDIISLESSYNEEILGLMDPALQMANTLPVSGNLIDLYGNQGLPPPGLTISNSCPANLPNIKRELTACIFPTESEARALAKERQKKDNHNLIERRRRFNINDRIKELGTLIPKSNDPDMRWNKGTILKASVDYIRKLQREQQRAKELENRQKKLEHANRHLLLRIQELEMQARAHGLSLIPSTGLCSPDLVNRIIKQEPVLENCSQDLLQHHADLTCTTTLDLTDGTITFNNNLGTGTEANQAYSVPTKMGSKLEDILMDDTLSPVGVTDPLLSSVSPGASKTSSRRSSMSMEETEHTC
# GPR151 ag: activates the human receptor GPR151; 650,000 tested, 1% active; PathHunter beta-arrestin GPR151 cells, luminescence; activation, % at 11.2 µM; Q8TDV0; in the data active = activation above about 4.9%;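 also: 0% = median of compound wells and 100% = cells with positive control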
# Target sequence (Q8TDV0 whole entry, looked up): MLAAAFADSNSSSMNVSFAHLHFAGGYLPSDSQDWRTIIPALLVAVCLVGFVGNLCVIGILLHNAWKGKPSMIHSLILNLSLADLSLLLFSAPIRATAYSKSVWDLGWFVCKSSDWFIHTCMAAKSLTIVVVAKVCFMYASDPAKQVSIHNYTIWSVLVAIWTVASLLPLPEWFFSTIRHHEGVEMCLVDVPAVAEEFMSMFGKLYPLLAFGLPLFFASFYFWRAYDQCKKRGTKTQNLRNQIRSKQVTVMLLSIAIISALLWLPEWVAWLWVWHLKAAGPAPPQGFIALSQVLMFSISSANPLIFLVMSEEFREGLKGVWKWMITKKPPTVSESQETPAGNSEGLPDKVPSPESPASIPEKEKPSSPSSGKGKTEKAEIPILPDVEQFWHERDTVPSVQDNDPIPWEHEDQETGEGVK
# TEAD-YAP inh: TEAD-YAP interaction inhibition | AID 1259422 | 640,000 tested, 1.4% active | HEK-TIYL cells, TEAD-Gal4/YAP UAS-luciferase luminescence | inhibition, % at 9.12 µM; in the data active = inhibition above about 32%;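 also: 0% = median of test compound wells and 100% = reference inhibitor wells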
# Starred values were filed as active, the others as inactive. Hits appear at their usual frequency; overall some 3.4% were active at least once.
nr	structure	FBW7 act	MITF primary
1	CC(C)(C)NC(=O)C(=O)NCc1ccc(Cl)cc1	0.1	3
2	CCOCCOC(=O)C(C)Oc1ccc2c(=O)c(Oc3cc(C)ccc3C)coc2c1 (centres undefined)	0.0	6
3	CC(=O)c1cc(CN2CCCC(C(=O)Nc3ccc(-c4ccn[nH]4)cc3)C2)cs1 (centres undefined)	0.6	13
4	CCOC(=O)C1(Cc2ccccc2Cl)CCN(C(=O)c2ccc[n+]([O-])c2)CC1	0.0	-9
5	Cc1c(Cl)cccc1-n1ncnc1-c1ccc(Cl)cc1Cl	0.0	4
6	COCc1oc2c(cc(NS(=O)(=O)c3c(C)cc(C)cc3C)c3ccccc32)c1C(=O)OC	0.2	22
7	O=C(CCc1nnc(C2(c3ccc(Cl)cc3)CCC2)o1)NCC1COCCO1 (centres undefined)	0.0	1
8	O=c1c2cnn(-c3ccccc3)c2ncn1Cc1ccc(F)cc1	0.2	12
9	Fc1ccc(Cc2nnc(-c3ccc(Cl)cc3)o2)cc1	-0.1	7
10	Cc1ccccc1C(=O)Nc1ccnn1C1CCN(Cc2cccn2-c2ccccn2)CC1	0.2	10
11	COc1ccccc1CC(=O)N1CC(C)CC(C)C1 (centres undefined)	-0.1	6
12	Cc1ccsc1C(C(=O)NC(C)(C)C)N(Cc1cccnc1)C(=O)c1csnn1 (centres undefined)	-0.1	1
13	O=C(Nc1nc2c(s1)COc1ccccc1-2)c1ncoc1-c1ccccc1	0.1	12
14	CC1=C(C(=O)OC2CCCC2)C(c2ccccc2)C2=C(CCCC2=O)N1 (centres undefined)	-0.2	-8
15	COc1ccc(C2NC(=O)NC(C)=C2C(=O)Nc2ccccc2C)c(OC)c1 (centres undefined)	-0.1	-10

nr	GPR151 ag	TEAD-YAP inh
1	0.0	12
2	-0.2	8
3	0.3	2
4	-1.1	-6
5	0.6	4
6	1.2	-26
7	1.4	-8
8	-0.8	12
9	-1.0	-6
10	-0.2	1
11	-0.3	19
12	-0.2	7
13	-0.8	8
14	0.8	-9
15	-0.6	6

# Four entries from above, set out differently:
(9) Fc1ccc(Cc2nnc(-c3ccc(Cl)cc3)o2)cc1
(10) Cc1ccccc1C(=O)Nc1ccnn1C1CCN(Cc2cccn2-c2ccccn2)CC1
(11) COc1ccccc1CC(=O)N1CC(C)CC(C)C1 (centres undefined)
(12) Cc1ccsc1C(C(=O)NC(C)(C)C)N(Cc1cccnc1)C(=O)c1csnn1 (centres undefined)

Screen / compound no.,9,10,11,12
FBW7 act,-0.1,0.2,-0.1,-0.1
MITF primary,7,10,6,1
GPR151 ag,-1.0,-0.2,-0.3,-0.2
TEAD-YAP inh,-6,1,19,7

# (list continues)
nr	structure	FBW7 act	MITF primary
16	COc1cc(C(=O)O)cc(Cl)c1OC(C)C	0.0	4
17	O=C1Nc2cc(C(=O)N3CCCC3)ccc2NC1CSCc1ccc(F)cc1 (centres undefined)	-0.2	-2
18	CCOc1cc2[nH]c(=S)n(CCCC(=O)O)c(=O)c2cc1OCC	-0.1	-4
19	Cc1nc(-c2ccccn2)cc(N2CCN(C)CC2)n1	-0.1	9
20	Cc1ccc(S(=O)(=O)N2CCC(C(=O)NNC(=O)Cc3ccccc3)CC2)cc1	0.0	-3
21	CS(=O)(=O)c1ccc(C(=O)OCC(=O)Nc2ccc3c(c2)CCC3)cc1[N+](=O)[O-]	-0.2	-3
22	O=C(Nc1cccc(-c2nc3cc(Cl)ccc3o2)c1)c1ccc(Br)o1	-0.1	-4
23	COc1cc(C)cc(CN2CCN(Cc3ccc4c(c3)OCO4)CC2)c1O	-0.1	0
24	O=C(Nc1cc(C(=O)NC2CCN(Cc3ccccc3)CC2)ccc1N1CC2CC(C1)c1cccc(=O)n1C2)c1ccc(F)cc1 (centres undefined)	0.1	-2
25	O=C(CCNC(=O)c1ccccc1)N/N=C/c1ccccc1[N+](=O)[O-]	0.8	5
26	Cc1cccc(C)c1OCC(=O)N/N=C/c1ccc([N+](=O)[O-])c(O)c1	0.1	-8
27	Clc1ccc(Oc2ccc(Nc3ncnc4c3cnn4-c3ccccc3)cc2)cc1	0.7	18
28	CCc1cc2c(=O)c(Oc3ccccc3)c(C)oc2cc1O	0.9	16
29	COc1cccc(Nc2ccc3noc4c3c2C(=O)c2ccccc2-4)c1	-0.3	15
30	COc1cccc(NC(=O)C2CC(=O)N(c3ccc(OC(C)C)cc3)C2)c1 (centres undefined)	0.6	13

nr	GPR151 ag	TEAD-YAP inh
16	-1.0	-1
17	-2.3	-2
18	-0.2	-4
19	2.0	11
20	0.0	0
21	-1.6	12
22	0.1	-11
23	5.3*	-11
24	-0.5	5
25	0.6	-12
26	0.4	3
27	1.5	0
28	-0.2	9
29	2.2	1
30	0.0	-6

# Next section:
nr	structure	FBW7 act	MITF primary
31	O=C(C1CCC1)N1CCC[C@H]1Cn1nc(-c2ccc(F)cc2)ccc1=O	0.0	8
32	Cc1ccc(NC(=O)C2C3C=CC4(O3)C2C(=O)N(Cc2ccc(Cl)cc2)C4C(=O)NC2CCCC(C)C2C)cc1Cl (centres undefined)	-0.1	-4
33	CCOc1ccccc1N1CC(C(=O)Nc2nnc(SCC)s2)CC1=O (centres undefined)	0.0	-2
34	COc1ccccc1N1C(=O)NC(=O)/C(=C\c2ccc(F)cc2)C1=O	-0.3	-3
35	COC(=O)c1ccccc1NC(=O)c1ccc2c(c1)C(=O)N(Cc1ccco1)C2=O	0.1	15
36	COc1ccccc1C1CC(c2c(-c3ccccc3)c3cc(Br)ccc3[nH]c2=O)=NN1C(=O)C12CC3CC(CC(C3)C1)C2 (centres undefined)	0.0	11
37	N#CC1=C(N)C2=CCCC[C@H]2[C@H](c2cccnc2)C1(C#N)C#N	0.0	2
38	O=C(CSc1nnc2n1CCCCC2)c1ccc(Cl)cc1	0.5	27
39	N#Cc1ccccc1-c1nnn(CC(=O)N/N=C/c2ccccc2)n1	0.9	14
40	Cn1c(=O)[nH]c(N2CCCC2)c(Cc2ccc(F)cc2F)c1=O	-0.1	4
41	Cc1ccc(CNC(=O)CCNC(=O)c2ccc3c(c2)OCO3)cc1	-0.1	15
42	Cc1cccc(C(=O)OCC(=O)NC(N)=O)c1O	-0.2	-9
43	CC1CCN(C(=O)CSc2nnc(CN3CCOCC3)n2-c2ccccc2)CC1	-0.1	-4
44	CCOCCCNC(=O)COc1ccc(S(=O)(=O)NC(C)C)cc1Cl	-0.1	1
45	COc1cccc(C2c3c(-c4ccccc4)n[nH]c3C(=O)N2c2ccc(Cl)cc2)c1 (centres undefined)	0.0	-5

nr	GPR151 ag	TEAD-YAP inh
31	0.0	-3
32	1.5	3
33	-1.4	3
34	-0.3	-5
35	-1.3	6
36	-0.8	-4
37	-0.2	-3
38	-0.7	-51
39	-0.9	5
40	0.6	-4
41	-1.8	2
42	-0.7	-3
43	0.2	6
44	1.9	14
45	2.8	-3

# Following part.
nr	structure	FBW7 act	MITF primary
46	C=CCn1c(SCc2ccc(C(=O)NCCCO)cc2)nc2sc3c(c2c1=O)CCCC3	-0.1	5
47	CCC1(C2CCN(Cc3cccs3)CC2)NC(=O)N(CCc2ccc(OC)cc2)C1=O (centres undefined)	-0.3	-7
48	O=C1C(=O)N(CCCN2CCOCC2)C(c2ccco2)/C1=C(/O)c1ccccc1 (centres undefined)	0.2	-3
49	CCSC1=C(C#N)C2(CCCC2)C(C#N)=C(N)N1	-0.1	9
50	O=S(=O)(c1ccccc1)N1CCN(c2cc(-c3ccccc3)nc3ncnn23)CC1	1.0	18
51	COC(C(=O)N1CCC(C(=O)c2nc3ccccc3s2)CC1)c1ccccc1 (centres undefined)	0.1	-8
52	COc1ccc(CC(C)N2CCN(C)CC2)cc1OC (centres undefined)	0.1	-3
53	Cc1ccc2cc(CCNC(=O)C(C)(C)C)c(=O)[nH]c2c1	0.0	-7
54	CN(C)c1ccc(-c2cc(NCC3CCCO3)ncn2)cc1 (centres undefined)	0.0	-8
55	COc1ccc(-c2cnc3ccc(N[C@H](CO)C(C)C)nn23)cc1OC	-0.2	-7
56	CCN(CC)c1ccc(/C=N/NC(=O)CNc2cccc(Br)c2)cc1	0.0	1
57	Cc1ccc(N2C(=O)CSC2c2ccc(C(C)(C)C)cc2)cc1 (centres undefined)	0.0	7
58	CCN(CC)C(=O)C1CCCN(c2ncc(C)c(N)n2)C1 (centres undefined)	0.5	4
59	Brc1ccc(CN2CCN(c3ccccn3)CC2)o1	0.7	52*
60	COC(=O)c1cnc(NCc2ccc(F)cc2)c2ccccc12	0.3	9

nr	GPR151 ag	TEAD-YAP inh
46	0.0	5
47	1.0	0
48	0.8	-7
49	1.2	7
50	-0.6	8
51	-0.2	8
52	0.1	1
53	1.4	1
54	0.7	-10
55	-0.8	-5
56	-0.8	16
57	1.1	-8
58	-1.1	8
59	-0.7	5
60	-1.5	6

# Following part.
nr	structure	FBW7 act	MITF primary
61	CSCCC(C(=O)O)N1C(=O)/C(=C/c2ccc(F)cc2)SC1=S (centres undefined)	0.2	10
62	COc1ccc(-c2c3c(=O)n(C)c(=O)n(C)c3cn2-c2cccc(NC(C)=O)c2)cc1	-0.1	12
63	CN(C)CC(C)(O)c1ccc2c(c1)CN(CC1CCCCC1)CCO2 (centres undefined)	0.1	12
64	O=C(CCCC(=O)N(CC(=O)NC1CCCC1)c1cccc(F)c1)Nc1ccccn1	0.1	-5
65	COc1cc(OC)cc(C(=O)N(C)CCc2ccccn2)c1	0.0	71*
66	CN(C)CCOc1cccc(CN2CCN(CC(C)(C)C)C(CCO)C2)c1 (centres undefined)	-0.3	1
67	O=C(O)CCCCCNC(=O)/C(=C\c1ccccc1)NC(=O)c1ccco1	0.3	9
68	COc1cc2[nH]c(=O)n(N)c(=O)c2cc1OC	0.0	24
69	COc1ccc(CC(=O)Nc2sc3c(c2C(=O)Nc2ccc(C)cc2)CCCCC3)cc1	0.2	-4
70	COC(=O)C1=CN(c2cccc(C(F)(F)F)c2)C=C(C(=O)OC)C1c1ccc(OC)c(OC)c1	-0.1	4
71	Cc1ccc2c(c1)N(CCCC(=O)NCc1cccnc1)C(=O)CO2	0.0	-4
72	Cc1ccsc1/C=C1\SC(=N)N(c2ccc3c(c2)OCO3)C1=O	0.7	6
73	O=[N+]([O-])c1ccc(Cl)cc1N/N=C/c1ccncc1	0.1	-7
74	O=C(NC(=S)Nc1ccc(I)cc1)c1ccco1	-0.2	-1
75	CCOc1ccc(S(=O)(=O)N/N=C/c2ccco2)cc1	-0.3	6

nr	GPR151 ag	TEAD-YAP inh
61	-0.7	4
62	-0.4	-16
63	0.6	-3
64	1.9	-7
65	0.1	-2
66	-2.1	-2
67	-0.3	-12
68	-0.3	1
69	0.0	-23
70	0.0	0
71	0.3	8
72	-0.6	-18
73	-0.1	4
74	-1.1	0
75	2.6	-7

# (list continues)
nr	structure	FBW7 act	MITF primary
76	CCCCN(C)C(=O)c1nc2ccccn2c1CN(C)Cc1nc2ccccc2s1	0.0	7
77	O=C(NCCc1ccccc1)c1ccc2c(=O)n(Cc3ccc4c(c3)OCO4)c(=S)[nH]c2c1	0.3	16
78	OCCNC/C=C/c1c(F)c(F)c(F)c(F)c1F	0.6	9
79	COc1ccc(/C=C(/NC(=O)c2ccc(C)cc2)C(=O)N2CCCCC2)cc1OC	0.3	5
80	COc1cccc(OC)c1C(=O)Nc1ccc(I)cc1C	0.9	6
81	CCOc1ccc(C2Oc3c(OCC)cccc3C3CC(c4ccc(C)o4)=NN32)cc1 (centres undefined)	0.1	0
82	CC(=O)N1CCc2cc(S(=O)(=O)Nc3ccc(C(C)C)cc3)ccc21	0.1	13
83	CCOc1ccccc1C(=O)Nc1c2c(nn1-c1ccc([N+](=O)[O-])cc1)CSC2	0.0	2
84	Cc1ccc(Sc2nn3c(=O)c4ccccc4nc3c3ccccc23)cc1	0.8	5
85	Cc1cc(C)n(-c2nc3c(c(=O)n(Cc4ccccc4F)c(=O)n3C)n2C(C)C)n1	0.0	2
86	COc1ccc(CNC(=O)c2noc3c2COc2ccccc2-3)cc1	0.1	-23
87	c1ccc2c(CCNc3nccc(Nc4ccncn4)n3)c[nH]c2c1	-0.4	12
88	COC(CNC(=O)c1cccnc1SCc1cccc(Br)c1)OC	0.9	12
89	Cc1nn(CC(=O)N2CCCCC2)c(=O)c2cc3ccsc3n12	0.1	4
90	Cc1cccc(-c2nn3c(C4COc5ccccc5O4)nnc3s2)c1 (centres undefined)	-0.2	6

nr	GPR151 ag	TEAD-YAP inh
76	3.3	10
77	-0.2	3
78	-1.0	6
79	0.0	0
80	0.6	1
81	-2.2	-33
82	-0.9	7
83	-0.6	3
84	-0.9	-9
85	0.9	3
86	-0.3	-4
87	0.8	3
88	-0.9	-7
89	1.5	-6
90	4.7	-17

# The listing continues:
nr	structure	FBW7 act	MITF primary
91	Cc1cc2ccccc2c(=O)n1CC(=O)N1CCN(c2ccc(F)cc2)CC1	0.1	-14
92	COc1ccc(C(=S)N2CCOCC2)cc1OC(=O)c1cccc2ccccc12	0.3	5
93	COC(=O)C1=C(C(=O)OC)SC(=C2C(=S)C(C)(C)N(C(C)=O)c3ccc(C)cc32)S1	0.6	23
94	CC1CCN(c2c(-c3ccccc3)c(=O)c2=O)CC1	-0.2	-5

nr	GPR151 ag	TEAD-YAP inh
91	-1.6	0
92	2.2	-5
93	-1.0	1
94	1.3	-5

# High-throughput results from PubChem.
